PERK inhibitor = block of dimerizer-induced PERK translation repression, primary screen, PERK inhibitor project, CHO PERK-DD cells, SEAP luminescence, HTS | AID 1416, 2008 | Eukaryotic translation initiation factor 2-alpha kinase 3 (Homo sapiens), Q9NZJ5 | hit rate 0.17% among 220,000 | CHO PERK-DD fusion, SEAP luminescence translation reporter | inhibition, % at 5.6 µM;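 active = inhibition above the mean inhibition of all tested compounds plus 3 SD, set separately per screening campaign, cut at about 2.9% in these data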;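 note: PERK kinase domain activated by AP20187 dimerizer at 100 nM; 0% = DMSO with dimerizer and 100% = rapamycin at 8.4 µM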
KCC2 mod = KCC2 cotransporter modulators, thallium flux, primary screen, cell-based, HEK293 KCC2, FluoZin-2 fluorescence, MLSMR; Solute carrier family 12 member 5 (Homo sapiens), Q9H2X9; KCC2 cells, thallium flux FluoZin-2 fluorescence; B-score of Tl+ flux slope (higher = more flux/activation; lower = inhibition) at 10 µM; hit rate 2.2% among 190,000;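 active = thallium flux slope and its plate-corrected score both differing from the plate sample mean at a set confidence after two filtering rounds, in either direction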;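 note: slope of fluorescence scaled to starting intensity during 10 to 20 s after thallium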
Furin inhibitor = human furin inhibitors, primary screen, biochemical, fluorescence intensity; purified furin, fluorogenic substrate cleavage; inhibition, % at 30 µM; hit rate 0.061% among 220,000; AID 463115, 2010; in the data active = inhibition above about 25%; note: inactives centre near -15
Rad51 HR inh = human RAD51 strand exchange inhibitors, primary screen, biochemical, fluorescence; DNA repair protein RAD51 homolog 1 (Homo sapiens), Q06609; hRad51 DNA strand exchange, fluorescence dequenching; inhibition, % at 10 µM; hit rate 0.085% among 200,000; AID 1385, 2008;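 active = inhibition above 40% at the single screening dose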;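 note: 0% = DMSO control wells and 100% = blanks with heterologous ssDNA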
Target sequence (Q06609 whole entry, looked up): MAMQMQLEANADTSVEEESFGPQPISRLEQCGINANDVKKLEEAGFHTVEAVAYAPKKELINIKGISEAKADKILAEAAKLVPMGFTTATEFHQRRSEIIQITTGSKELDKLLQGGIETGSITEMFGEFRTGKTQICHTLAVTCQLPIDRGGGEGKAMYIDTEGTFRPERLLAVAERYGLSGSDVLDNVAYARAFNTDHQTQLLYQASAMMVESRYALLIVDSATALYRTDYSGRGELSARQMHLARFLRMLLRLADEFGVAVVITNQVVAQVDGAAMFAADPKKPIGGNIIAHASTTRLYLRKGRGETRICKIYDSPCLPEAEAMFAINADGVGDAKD
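Read-out basis: percent inhibition relative to plate controls and blanks / Assay system: human Rad51 nucleoprotein filaments preassembled on unlabelled ssDNA / Timing: filaments 15 min 37 °C, then compound 30 min / Control set: per-plate controls and blanks / Technique: fluorescence dequenching at 485/520 nm / Compound: 10 µM final, single point / Also added: Fluorescein- and BHQ1-tagged 47-mer duplex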
FXIa inh = human FXIa protease inhibitors, primary screen, biochemical, 1536-well | purified FXIa, Boc-Glu-Ala-Arg-AMC fluorogenic substrate | hit rate 0.14% among 220,000 | inhibition, % at 5 µM | AID 798, 2007;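 active = inhibition of at least 40%; inactive = inhibition below 40%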;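 note: fluorescence of freed AMC excited at 355 nm; 0% = enzyme without compound and 100% = no enzyme blank; many of its hits are not listed in these tables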
FXIIa inh 1536 = human FXIIa protease inhibitors, primary screen, biochemical, 1536-well | inhibition, % at 5 µM | purified FXIIa, Boc-QGR-AMC fluorogenic substrate, 2 h | hit rate 0.3% among 220,000; in the data active = inhibition above about 40%;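 note: 0% = enzyme with no compound and 100% = blank without enzyme; many of its hits are not listed in these tables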
Target sequence (P00748 20-372 limits assumed): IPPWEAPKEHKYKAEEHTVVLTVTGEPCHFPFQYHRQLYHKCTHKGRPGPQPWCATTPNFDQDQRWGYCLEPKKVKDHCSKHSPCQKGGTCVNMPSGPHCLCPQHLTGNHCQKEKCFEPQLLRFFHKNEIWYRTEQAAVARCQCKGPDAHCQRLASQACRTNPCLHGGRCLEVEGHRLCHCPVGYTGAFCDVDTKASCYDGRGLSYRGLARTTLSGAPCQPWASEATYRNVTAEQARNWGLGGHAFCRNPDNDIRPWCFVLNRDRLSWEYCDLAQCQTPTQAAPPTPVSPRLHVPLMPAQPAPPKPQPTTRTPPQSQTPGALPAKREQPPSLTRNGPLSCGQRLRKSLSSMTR
Target sequence (P00748 373-615 limits assumed): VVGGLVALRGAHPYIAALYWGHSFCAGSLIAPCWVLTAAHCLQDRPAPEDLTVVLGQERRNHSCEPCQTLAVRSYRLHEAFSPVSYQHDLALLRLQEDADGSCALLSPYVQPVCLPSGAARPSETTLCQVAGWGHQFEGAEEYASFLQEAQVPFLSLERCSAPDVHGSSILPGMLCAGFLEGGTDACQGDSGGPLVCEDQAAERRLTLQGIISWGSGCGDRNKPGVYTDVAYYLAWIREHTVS
KLK5 inh = human KLK5 protease inhibitors, primary screen, biochemical, 1536-well; recombinant hK5, fluorogenic AMC substrate cleavage; hit rate 0.59% among 210,000; Kallikrein-5 (Homo sapiens), Q9Y337; inhibition, % at 5 µM;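 active = inhibition of 40% or more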;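 note: 0% = enzyme controls without compound and 100% = no-enzyme blanks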
Calpain2 inh = inhibitors of pig calpain II, primary screen, biochemical, fluorogenic peptide substrate, 1536-well; purified calpain II, 30 min; inhibition, % at 16 µM; hit rate 0.37% among 220,000; AID 1236, 2008;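 active = inhibition above about 50%, limit read from the data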
Thrombin inh = human alpha-thrombin inhibitors, primary screen, counter-screen for coagulation protease inhibitor project, biochemical, 1536-well, fluorogenic AMC substrate | Prothrombin (Homo sapiens), P00734 | Boc-VPR-AMC fluorogenic substrate cleavage | inhibition, % at 5 µM | hit rate 0.26% among 220,000 | AID 1046, 2008;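 active = inhibition at or above 40%; inactive = inhibition below 40%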;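 note: 0% = enzyme with no compound and 100% = wells without enzyme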
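Test system: human alpha-thrombin; medium: pH 7.5 Tris-saline with Tween 20; times: reaction at room temperature; signal: AMC fluorescence at 355 nm excitation and 460 nm emission; also added: Boc-VPR-AMC substrate, 15 µM final; dosing: one concentration per compound, 5 µM, with 0.2% DMSO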
The depositor's hits bear a star; i = inactive; . = no result given; [ ] = remark or other dose.

SMILES	PERK inhibitor	KCC2 mod	Furin inhibitor	Rad51 HR inh	FXIa inh	FXIIa inh 1536	KLK5 inh	Calpain2 inh	Thrombin inh
N#C/C(=C\c1ccco1)c1nc2ccccc2s1	0.7	0.82	-12	-25	0	4	-13	-7	-9
O=S(=O)(Cc1ccccc1)Nc1ccc(S(=O)(=O)NCC2CCCO2)cc1 (stereo unspecified)	1.2	.	-12[20 µM]	-4	-12	1	2	24	-7
CCCCC(=O)NC1=C(C(=O)OC)SCC1	0.6	0.75	-19	-2	-2	4	-7	1	-8
Cc1ccc2c(c1)c1c(n2CC(O)Cn2c(C)nc3ccccc32)CCCC1 (stereo unspecified)	0.2	0.8	-30	1	0	12	-6	-37	-1
CC1=NN(C(=O)COc2ccccc2)C(O)(c2cccnc2)C1 (stereo unspecified)	0.9	0.31	-16	16	0	14	-3	-18	-4
CCOc1ccc(-n2nnnc2-c2nc3ccccc3s2)cc1	0.5	0.061	-9	2	-2	2	-19	-13	-8
Cn1cc(CN2CCCCC2CO)c(-c2ccc(Oc3ccccc3)cc2)n1 (stereo unspecified)	-0.2	0.061	-25	-23	-1	7	.	-17	-3
C=CCN(CC=C)C(=S)NC(=O)/C=C/c1ccccc1	0.5	8.9*	1	.	-2	3	-8	12	-2
Cc1ccc(C(=O)Nc2cc(C)c(OCC(=O)N3CCOCC3)c(C)c2)cc1	-2.6	.	-15[20 µM]	0	18	30	2	-2	0
COCC(=O)Nc1cc(OC)ccc1OC	0.3	.	-1[20 µM]	-4	1	10	12	9	-3
CC1CCN(C(=S)NC2CCCCC2)CC1	-0.1	0.7	-15[20 µM]	6	-1	20	-11	-15	-6
Cc1ccc(S(=O)(=O)N(CC(O)CN2C(=O)NC(C)(C)C2=O)c2ccccc2)cc1 (stereo unspecified)	1.1	-0.39	-10[20 µM]	0	2	11	-10	22	2
COc1ccccc1-c1cc2nc(C)cc(C)n2n1	1.0	-1.2	-6	-11	3	7	2	-11	-1
COc1ccc(N=Cc2c(O)cc(C)oc2=O)cc1	1.1	.	-13	2	4	7	5	-1	4
CCOC(=O)CSc1nnc(-c2cccnc2)o1	0.9	0.27	-18[20 µM]	-17	8	10	-7	-17	3
O=C(NCc1ccccc1)NC1CC2CCC(C1)N2Cc1ccco1 (stereo unspecified)	1.4	.	-11	4	-4	8	-13	-15	-12
COc1ccc(-c2nc(-c3cccnc3)no2)cc1	-0.4	1.2	-18	.	0	7	0	-19	-7
Cc1cc(N(C)/N=C/c2ccccc2O)nc(-c2ccccc2O)n1	-0.1	0.46	5	-9	8	13	31	-87	.
O=C(CNCC1CCCCC1)Nc1ccc(N2CCCCC2)cc1	-1.2	0.92	-24	-6	-4	3	-1	28	-7
CCN(Cc1ccccc1)c1ccc(/C=N/NS(=O)(=O)c2ccc(C)c([N+](=O)[O-])c2)cc1	0.7	-0.52	-11	3	-4	-3	-8	-17	-4
CN(CCc1cnn(C)c1)Cc1cn[nH]c1-c1ccc(-c2ccccc2)cc1	-0.2	-0.9	-19	-5	-6	4	-3	12	-14
CSc1cccc(NC(=S)Nc2ccc(F)cc2)c1	-0.3	0.25	-17	0	-1	8	-2	-16	-3
O=C(Nc1ccc2c(c1)OCCO2)C1CCCN(S(=O)(=O)c2cccc3nsnc23)C1 (stereo unspecified)	-0.9	0.48	-5[20 µM]	-2	3	20	-7	-28	-2
COc1ccc(C/C(C)=N/NC(=O)c2cc(C)oc2C)cc1	1.2	.	-7	-37	6	13	-5	5	1
O=C(Nc1nc(-c2ccccn2)cs1)c1ccco1	0.1	0.24	-7	-16	4	5	-15	2	13
(more compounds)
SMILES	PERK inhibitor	KCC2 mod	Furin inhibitor	Rad51 HR inh	FXIa inh	FXIIa inh 1536	KLK5 inh	Calpain2 inh	Thrombin inh
CCC(C(=O)OCC(=O)Nc1c(Cl)cc(Cl)cc1Cl)c1ccccc1 (stereo unspecified)	0.4	-0.82	-8	4	-1	7	-11	12	-15
O=C(CN1CCN(Cc2ccc3c(c2)OCO3)CC1)N1CCc2[nH]c3ccc(F)cc3c2C1	-1.2	0.87	-23[20 µM]	-2	3	0	3	-7	2
O=C(COC(=O)c1ccc2c(c1Cl)C(=O)c1ccccc1C2=O)NC1CC1	-0.8	-0.82	-29	7	0	5	-14	-15	-7
O=C1CCC/C(=N\NC(=O)NC2CCCCC2)C1	1.2	0.83	-26	.	1	13	.	-14	-6
Cn1cc(C(=O)N/N=C/c2ccc3c(c2)OCO3)c2ccccc21	-2.2	-0.51	10	-7	27	36	24	14	16
CCOc1ccc(C(=O)Nc2ccc(Cl)cn2)cc1Cl	-0.1	1	-12	-4	3	16	-10	-12	0
CCOc1c2ccc(C(=O)NCc3ccc(OC)cc3)cc2nn1CCOC	0.5	0.21	-21[20 µM]	6	1	14	-28	i	1
CC1C/C(=N/Nc2nc3ccccc3[nH]2)CC(C)(C)C1 (stereo unspecified)	-0.1	0.74	-29	.	11	14	-17	3	1
CCOc1ccc(C2=CS/C(=C(\C#N)c3nnc4n3CCCCC4)N2CC)cc1	-1.7	-1.9	12[20 µM]	-8	-2	6	-6	39	-7
Cc1nc2ccccn2c1C(=O)CSc1ccc(Cl)cc1Cl	0.7	.	-13	1	1	5	21	-6	0
CC(C)OCCCNC(=O)Cn1ncc2c(=O)oc3ccccc3c21	1.0	-0.15	-18	6	14	15	-19	-42	3
CC1CCCCC1n1c(=S)[nH]c2ccccc2c1=O (stereo unspecified)	1.6	187*	-28	-8	-4	8	5	21	-3
CN(c1ccc(C(=O)NCc2ccncc2)cc1)S(C)(=O)=O	-0.6	0.99	-1[20 µM]	-3	-7	-15	-14	-46	-8
COC(=O)C(C(=O)OC)c1ccc(N)cc1	1.9	-0.21	-6	-19	-1	4	-2	2	-1
Cc1ccc(OCCCNC2CCCC2)cc1	0.3	0.8	-12	-3	-6	6	-6	-7	-11
O=[N+]([O-])c1cccc(N/N=C/c2cc([N+](=O)[O-])ccc2O)c1	0.8	0.21	-12	10	0	14	6	-22	5
COc1cccc(/C=C/C(=O)OCC(=O)Nc2ccc(Cl)cn2)c1	1.9	-0.25	-13	-5	-15	3	-4	7	-4
O=C(CCSc1ccc(Cl)cc1)c1cccs1	0.9	0.6	-2[20 µM]	7	-2	7	-2	3	-7
Oc1c(/C=C/C=C/C=Nc2ccccc2)sc(=S)n1Cc1ccccc1	-0.1	-1.4	-8	-44	0	3	1	-11	-4
O=C(CNc1ccc2ccccc2c1)N/N=C/c1cc2ccccc2nc1Cl	0.1	0.25	5	1	1	2	-6	-80	-15
Cc1nc2ccccc2c2oc(C(=O)NCCN3CCN(C)CC3)cc12	-0.6	-0.4	-5	-6	6	11	-6	-17	0
CC(C(=O)N1CCN(c2ccccc2)CC1)N1C(=O)C2CC=CCC2C1=O (stereo unspecified)	0.3	1.2	-12	-7	5	10	-4	-61	-1
CCOc1cc(C2Nc3ccccc3C(=O)N2c2ccccc2)c(Br)cc1OCC(=O)O (stereo unspecified)	0.9	0.59	-40	.	2	1	-19	-421	-5
O=C(Nc1nc2ccccc2n1CCN1CCCC1)c1ccc(Cl)cc1	-1.2	0.21	-21	-6	1	12	-110	0	2
Cc1cccc(OCc2nc(C#N)c(N3CCCC3)o2)c1	0.1	-1.1	-6	16	-1	4	-3	8	0
(list continues)
SMILES	PERK inhibitor	KCC2 mod	Furin inhibitor	Rad51 HR inh	FXIa inh	FXIIa inh 1536	KLK5 inh	Calpain2 inh	Thrombin inh
COc1ccc(CNC(=O)C(c2ccco2)N(C(=O)c2csnn2)c2cccc(C)c2C)cc1 (stereo unspecified)	-0.4	-0.92	-19[20 µM]	-2	3	13	-10	-22	1
Cc1ccc(S(=O)(=O)N2CCCC2C(=O)O)s1 (stereo unspecified)	0.2	-0.56	-15[20 µM]	4	6	16	-22	-15	3
O=C(c1ccco1)N(c1ccccn1)c1ccccn1	1.4	0.14	-30	-4	-4	-13	-2	-28	-19
c1ccc(-c2nc3cnccn3c2Nc2ccc3c(c2)OCCO3)cc1	-0.6	-1.4	5[20 µM]	3	3	20	-6	-14	3
COc1ccc(Cn2nnnc2C(c2cc3cc(C)ccc3[nH]c2=O)N2CCOCC2)cc1 (stereo unspecified)	0.1	0.042	-28	4	0	11	0	-25	0
O=C(COC(=O)c1ccccc1[N+](=O)[O-])Nc1cc(S(=O)(=O)N2CCOCC2)ccc1N1CCCC1	0.2	-0.31	-31	2	-2	12	0	-18	18
COc1cc(NS(=O)(=O)c2ccc(N)cc2)ncn1	0.9	0.62	-23	19	-3	-2	-5	13	-7

Of the compounds above, these have a furan ring, fused or not:
SMILES	PERK inhibitor	KCC2 mod	Furin inhibitor	Rad51 HR inh	FXIa inh	FXIIa inh 1536	KLK5 inh	Calpain2 inh	Thrombin inh
N#C/C(=C\c1ccco1)c1nc2ccccc2s1	0.7	0.82	-12	-25	0	4	-13	-7	-9
O=C(NCc1ccccc1)NC1CC2CCC(C1)N2Cc1ccco1 (stereo unspecified)	1.4	.	-11	4	-4	8	-13	-15	-12
COc1ccc(C/C(C)=N/NC(=O)c2cc(C)oc2C)cc1	1.2	.	-7	-37	6	13	-5	5	1
O=C(Nc1nc(-c2ccccn2)cs1)c1ccco1	0.1	0.24	-7	-16	4	5	-15	2	13
Cc1nc2ccccc2c2oc(C(=O)NCCN3CCN(C)CC3)cc12	-0.6	-0.4	-5	-6	6	11	-6	-17	0
COc1ccc(CNC(=O)C(c2ccco2)N(C(=O)c2csnn2)c2cccc(C)c2C)cc1 (stereo unspecified)	-0.4	-0.92	-19[20 µM]	-2	3	13	-10	-22	1
O=C(c1ccco1)N(c1ccccn1)c1ccccn1	1.4	0.14	-30	-4	-4	-13	-2	-28	-19

An excerpt of these results, with bars between the fields:
molecule | PERK inhibitor | KCC2 mod | Furin inhibitor | Rad51 HR inh | FXIa inh | FXIIa inh 1536 | KLK5 inh | Calpain2 inh | Thrombin inh
O=C(c1ccco1)N(c1ccccn1)c1ccccn1 | 1.4 | 0.14 | -30 | -4 | -4 | -13 | -2 | -28 | -19
c1ccc(-c2nc3cnccn3c2Nc2ccc3c(c2)OCCO3)cc1 | -0.6 | -1.4 | 5[20 µM] | 3 | 3 | 20 | -6 | -14 | 3
COc1ccc(Cn2nnnc2C(c2cc3cc(C)ccc3[nH]c2=O)N2CCOCC2)cc1 (stereo unspecified) | 0.1 | 0.042 | -28 | 4 | 0 | 11 | 0 | -25 | 0

Assay outcomes deposited in PubChem by several laboratories.

A portion of the library; count on the stated rates, not on these rows.
